IDE act: activators of human insulin-degrading enzyme in cells; HEK cells, FAbeta-B cleavage, fluorescence polarization; 0% vehicle, 100% cell-free pure enzyme wells; activation, % at 5.96 µM; 340,000 compounds, 0.073% hits; AID 493087;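 active = activation above the mean of all tested compounds plus 3 SD, set per screening campaign, cut at about 17% in these data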
MEKK2mut PB1 HTS: signal of MEK5 binding to mutant human MEKK2 PB1 domain; bead flow cytometry, Alexa488-MEK5 binding to MEKK2 mutant; percent response, % at 10 µM; 290,000 compounds, 0.35% hits; AID 1530; in the data active = percent response above about 24%, passing the limit was not always enough; also: inactives centre near 1; some results filed as inactive read as strong as hits; reference of the scale not given here
pCIP destab: lowers stability of the mouse p/CIP coactivator protein. AID 1984. F442A p/CIP-EGFP cells, EGFP fluorescence, 16 h. 290,000 compounds, 0.01% hits. Q05BA5. decrease of EGFP signal, % at 10 µM;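 active = EGFP signal decrease of at least 30% at 10 µM or well 3 SD below plate mean, unless failing retest; inactive = the rest, including hits failing retest or dose response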; also: some compounds called inactive have numbers as strong as hits; many of its hits are not listed in these tables
MEKK2 WT-MEK5: raises or lowers MEK5 binding to wildtype human MEKK2 PB1 domain. AID 1531. 290,000 compounds, 1.1% hits. Q9Y2U5. binding response (% of control), % at 10 µM. bead flow cytometry, Alexa488-MEK5 binding to MEKK2 WT; actives lie on both sides; in the data active = binding response below about 67% or above about 130%
SUMO HTRF inh: inhibitors of human SUMOylation (UBC9). P63279. HTRF SUMOylation assay, SAE1/SAE2 + UBC9, in vitro. inhibition, % at 35 µM. 290,000 compounds, 0.36% hits; in the data active = inhibition above about 50%, passing the limit was not always enough; also: strong numbers were not always called active
Target sequence (P63279 whole entry, looked up): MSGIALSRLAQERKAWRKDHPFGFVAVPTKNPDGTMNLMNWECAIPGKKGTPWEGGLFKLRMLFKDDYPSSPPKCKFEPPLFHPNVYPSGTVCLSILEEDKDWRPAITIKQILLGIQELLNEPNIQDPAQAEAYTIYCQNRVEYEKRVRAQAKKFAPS
M18AAP inhibitor: blocks P. falciparum M18 aspartyl aminopeptidase; recombinant PfM18AAP, H-Glu-NHMec fluorogenic cleavage; inhibition, % at 7.35 µM; 290,000 compounds, 1.2% hits;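 active = inhibition above the campaign mean inhibition over all tested compounds plus 3 SD, cut at about 28% in these data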;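 also: 0% = plate median of test compound wells and 100% = 2 mM ZnCl2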
MEKK3 PB1 HTS: raises or lowers MEK5 binding to the human MEKK3 PB1 domain | binding response (% of control), % at 10 µM | bead-based flow cytometry, Alexa488-MEK5 binding to MEKK3; actives lie on both sides; 0 = blocked by unlabeled MEK5, 100 = vehicle | AID 1529 | 290,000 compounds, 1.4% hits | Q99759;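 active = binding response more than 3 SD above or below the average of its plate-row segment, actives on both sides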;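 also: Alexa488 bead fluorescence after subtracting the streptavidin-only scavenger bead signal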
Target sequence (Q99759 whole entry, looked up, the tested form may be a part): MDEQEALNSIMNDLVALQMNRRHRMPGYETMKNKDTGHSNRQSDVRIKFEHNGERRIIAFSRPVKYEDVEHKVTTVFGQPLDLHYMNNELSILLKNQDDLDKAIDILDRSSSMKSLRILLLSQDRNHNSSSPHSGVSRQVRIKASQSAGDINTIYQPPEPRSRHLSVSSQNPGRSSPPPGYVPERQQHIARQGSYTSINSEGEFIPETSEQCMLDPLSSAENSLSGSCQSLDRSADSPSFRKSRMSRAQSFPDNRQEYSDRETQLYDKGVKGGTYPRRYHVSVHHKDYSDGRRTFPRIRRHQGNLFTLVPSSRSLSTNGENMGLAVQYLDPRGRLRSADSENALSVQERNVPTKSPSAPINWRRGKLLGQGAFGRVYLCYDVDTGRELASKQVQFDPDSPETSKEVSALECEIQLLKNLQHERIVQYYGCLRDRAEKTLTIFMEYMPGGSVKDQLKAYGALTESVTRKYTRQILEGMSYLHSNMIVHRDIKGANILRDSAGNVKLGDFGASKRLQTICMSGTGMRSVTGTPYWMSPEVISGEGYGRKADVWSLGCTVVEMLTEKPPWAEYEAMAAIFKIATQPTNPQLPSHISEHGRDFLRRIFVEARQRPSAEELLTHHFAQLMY
IDE cell inh: inhibitors of human insulin-degrading enzyme in cells; inhibition, % at 5.59 µM; HEK cells, FAbetaB cleavage, fluorescence polarization; 320,000 compounds, 0.41% hits;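 active = percent inhibition above the average of all tested compounds plus 3 SD, set per screening campaign, cut at about 16% in these data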;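 also: IDE supplied by intact live HEK cells; FP after avidin binding of uncleaved biotin substrate so inhibition keeps polarization high; 0% = DMSO wells and 100% = 60 µM reference IDE inhibitor Ii1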
NALP1 yeast inh: NALP1 inhibition; S. cerevisiae NALP1/ASC/caspase-1 growth, X-gal OD620, 72 h; inhibition, % at 10 µM; 280,000 compounds, 0.61% hits; AID 2071; in the data active = inhibition mostly above about 24%, no sharp cut-off; inactive = mostly below about 32%; also: some compounds called inactive have numbers as strong as hits
The depositor's hits bear a star; nt = no result given. The list is partial. The share of hits here may be higher or lower than overall.

Every second line gives: IDE act	MEKK2mut PB1 HTS	pCIP destab	MEKK2 WT-MEK5	SUMO HTRF inh	M18AAP inhibitor	MEKK3 PB1 HTS	IDE cell inh	NALP1 yeast inh
> FC(F)(F)c1cc(-c2ccccc2)nc(N2CCOCC2)n1
  5.1	8.0	-6.0	113.0	4.9	0.3	120.0	8.2	10.8
> Cn1ncc2cc(NC(=S)NC(=O)c3ccccc3)ccc21
  4.1	-8.0	2.3	66.0	-4.9	6.9	64.0	-0.3	-7.3
> Cc1cccc(NC(=O)COC(=O)c2ccc([N+](=O)[O-])o2)c1C
  -0.2	-1.0	12.8	101.0	8.7	-3.3	101.0	-0.3	-5.3
> COC(=O)Nc1ccc2c(c1)OCO2
  -0.5	3.0	-7.8	94.0	5.1	9.8	90.0	1.1	4.5
> O=C(Nc1ccc(Cl)cc1C(F)(F)F)C(Sc1nnc(-c2cccs2)o1)c1ccccc1 (stereo not given)
  5.9	0.0	17.7	92.0	-16.0	2.2	97.0	9.1	-6.6
> O=C(NCCC1=CCCCC1)C1CCCN(c2nc3ccccc3o2)C1 (stereo not given)
  -9.7	2.0	9.6	96.0	13.8	3.6	94.0	7.3	-3.4
> Cc1cnc(C(=O)OCC(=O)Nc2ccc(C)c(S(=O)(=O)N3CCCCCC3)c2)cn1
  2.5	2.0	2.8	102.0	5.6	0.0	106.0	-6.2	12.8
> COCCCN(Cc1ccco1)C(=O)Cn1ncc2c([nH]c3ccccc32)c1=O
  3.8	12.0	-17.4	107.0	4.2	-8.2	103.0	2.7	5.8
> O=C(Cn1cnc2cc([N+](=O)[O-])ccc2c1=O)NCCc1ccc(Cl)cc1
  -1.3	-3.0	-1.7	92.0	-5.5	-0.9	94.0	-2.0	17.8
> C/C(CC(=O)Nc1ccccn1)=N\NC(=O)c1ccncc1
  nt	-4.0	1.4	90.0	-4.0	4.5	93.0	-1.8	21.6
> CC1CCCN(C(=O)c2ccc3c(=O)n(Cc4ccc5c(c4)OCO5)c(=S)[nH]c3c2)C1 (stereo not given)
  -6.1	-6.0	-6.2	93.0	-24.1	-1.6	99.0	1.9	7.5
> CCCC(=O)N1CCc2cc(OC)c(OC)cc2C1COc1ccccc1OC (stereo not given)
  -1.3	3.0	2.0	102.0	1.0	-2.4	99.0	-2.6	-0.1
> NC(=O)C1CCCN(S(=O)(=O)c2ccccc2)C1 (stereo not given)
  0.0	2.0	-4.9	99.0	15.0	-5.0	102.0	2.6	16.9
> COC(=O)c1nn(-c2ccccc2)nc1-c1nn(-c2ccccc2)nc1C(=O)OC
  5.9	4.0	-17.2	105.0	-4.6	0.5	105.0	4.5	10.1
> CCCCC(=O)Nc1cnc(NC(=O)c2cccs2)cc1C
  -1.5	7.0	-9.6	100.0	1.5	-7.0	104.0	2.6	-7.4
> C(=N\Nc1nc(N2CCOCC2)nc(N2CCOCC2)n1)/c1ccncc1
  1.0	-3.0	0.8	92.0	11.5	1.1	94.0	5.9	18.1
> COc1ccccc1-c1cc(C(=O)N2CCCCC2)no1
  5.8	11.0	2.2	109.0	3.7	-1.6	106.0	3.5	5.5
> Cc1noc(NS(=O)(=O)c2ccc(NC(=O)c3nn(-c4ccccc4)ccc3=O)cc2)c1C
  4.8	-7.0	-9.1	89.0	3.7	1.5	97.0	-5.2	26.5
> CCc1cccc(CC)c1NC(=S)NCC(c1cccnc1)N(C)C (stereo not given)
  1.3	-2.0	5.0	93.0	-11.0	-14.7	100.0	4.3	4.8
> COc1ccc(CN2C(=O)NC3(CCCCCC3)C2=O)cc1F
  1.0	3.0	-11.7	106.0	18.9	nt	115.0	-2.8	-3.0

In a second layout: results already given
canonical_smiles	IDE act	MEKK2mut PB1 HTS	pCIP destab	MEKK2 WT-MEK5	SUMO HTRF inh	M18AAP inhibitor	MEKK3 PB1 HTS	IDE cell inh	NALP1 yeast inh
Cc1cnc(C(=O)OCC(=O)Nc2ccc(C)c(S(=O)(=O)N3CCCCCC3)c2)cn1	2.5	2.0	2.8	102.0	5.6	0.0	106.0	-6.2	12.8
COCCCN(Cc1ccco1)C(=O)Cn1ncc2c([nH]c3ccccc32)c1=O	3.8	12.0	-17.4	107.0	4.2	-8.2	103.0	2.7	5.8

Next compounds follow.
Every second line gives: IDE act	MEKK2mut PB1 HTS	pCIP destab	MEKK2 WT-MEK5	SUMO HTRF inh	M18AAP inhibitor	MEKK3 PB1 HTS	IDE cell inh	NALP1 yeast inh
> CCOc1ccccc1-n1c(COc2ccccc2)nnc1SCC(N)=O
  -4.4	0.0	-4.9	95.0	9.2	6.6	91.0	1.8	1.0
> O=[N+]([O-])c1cc(S(=O)(=O)Nc2ccccc2)ccc1-n1nnc2ccccc21
  1.5	5.0	-18.7	101.0	24.0	4.5	103.0	0.5	0.1
> Cc1ccc(S(=O)(=O)NC(=O)c2cc(C)n(-c3ccccc3)c2C)cc1
  2.0	4.0	-4.7	91.0	-2.7	5.3	100.0	6.6	29.1
> COc1ccc(C(CCNC(C)c2ccccc2)C(C)C)cc1 (stereo not given)
  nt	10.0	0.9	118.0	4.9	-3.3	103.0	9.3	5.5
> CN1CCN(/N=C/c2nc(-c3cccc([N+](=O)[O-])c3)n3ccccc23)CC1
  -2.3	3.0	-7.4	106.0	-8.9	2.1	100.0	1.9	-3.8
> Cn1ccc(-c2ccccc2)n1
  2.9	1.0	9.9	113.0	5.0	-4.6	121.0	-2.6	4.7
> COC(=O)C1=CN(c2ccc(F)cc2)C=C(C(=O)OC)C1c1cccc(Br)c1
  -0.8	2.0	-5.1	100.0	-1.8	-0.9	105.0	nt	2.1
> COc1cccc(OC)c1-c1nn(-c2ncc(C(F)(F)F)cc2Cl)c(=O)o1
  1.5	3.0	-4.0	90.0	22.9	-10.1	96.0	2.9	nt
> CCCN1CCN(CCCNC(=O)C2CCCN(c3nc4ccc(OCC)cc4s3)C2)CC1 (stereo not given)
  -8.9	-1.0	2.6	98.0	-12.1	4.0	97.0	3.1	11.3
> Cc1cc(C)cc(OCc2ccc(C(=O)NC3CCOC3=O)o2)c1 (stereo not given)
  0.8	3.0	6.2	102.0	-7.6	2.4	105.0	5.5	7.5
> Cc1cc(Nc2ccc(Br)cc2)n2nc(C)nc2n1
  2.7	2.0	10.9	106.0	-9.3	-5.4	104.0	-2.5	18.9
> Cc1cc(=O)oc2c3c(cc(OCC(=O)NCc4ccco4)c12)OC(C)(C)CC3
  0.4	1.0	-7.5	99.0	28.5	15.0	101.0	6.7	15.0
> CCCCCOc1ccc(C2C(C(=O)c3ccc(C)o3)=C(O)C(=O)N2c2cc(C)on2)cc1 (stereo not given)
  6.2	3.0	5.9	101.0	-9.0	21.3	105.0	5.0	4.9
> CSc1ccc(NC(=O)Nc2cccn(Cc3ccccc3F)c2=O)cc1
  -2.6	0.0	-29.6	103.0	-7.7	0.6	106.0	-2.1	-9.1
> CCOC(=O)/C=C/c1cnn(-c2ccccc2)c1
  -4.2	-2.0	-11.4	97.0	-1.9	-0.1	102.0	3.8	30.0
> O=C1CN(C(=O)COc2ccc(Cl)cc2Cl)c2ccccc2N1
  1.8	0.0	-2.1	99.0	-3.8	6.3	102.0	-9.4	7.4
> Cc1c(NC(=O)c2ccc(F)cc2)c(=O)n(-c2ccccc2)n1C
  -0.4	10.0	-2.1	107.0	6.8	0.0	108.0	1.9	35.8*
> CCOC(=O)c1cnc(SC2CC(=O)N(c3cccc(OC)c3)C2=O)nc1N (stereo not given)
  4.6	3.0	-8.1	106.0	-3.8	29.1*	99.0	4.2	-17.8
> CC(=O)Cc1nsc(NC(=O)c2ccco2)n1
  4.1	0.0	1.8	105.0	18.1	-5.2	103.0	-3.5	4.4
> CC(C)Cn1c(-c2ccco2)nc2c(c(=O)c3ccccc3n2C)c1=O
  nt	-1.0	-15.6	96.0	4.9	6.7	107.0	3.8	24.9

Looked up by compound from the list above, 6 records:
Every second line gives: IDE act	MEKK2mut PB1 HTS	pCIP destab	MEKK2 WT-MEK5	SUMO HTRF inh	M18AAP inhibitor	MEKK3 PB1 HTS	IDE cell inh	NALP1 yeast inh
> O=C1CN(C(=O)COc2ccc(Cl)cc2Cl)c2ccccc2N1
  1.8	0.0	-2.1	99.0	-3.8	6.3	102.0	-9.4	7.4
> Cc1cc(Nc2ccc(Br)cc2)n2nc(C)nc2n1
  2.7	2.0	10.9	106.0	-9.3	-5.4	104.0	-2.5	18.9
> Cc1ccc(S(=O)(=O)NC(=O)c2cc(C)n(-c3ccccc3)c2C)cc1
  2.0	4.0	-4.7	91.0	-2.7	5.3	100.0	6.6	29.1
> COc1cccc(OC)c1-c1nn(-c2ncc(C(F)(F)F)cc2Cl)c(=O)o1
  1.5	3.0	-4.0	90.0	22.9	-10.1	96.0	2.9	nt
> CSc1ccc(NC(=O)Nc2cccn(Cc3ccccc3F)c2=O)cc1
  -2.6	0.0	-29.6	103.0	-7.7	0.6	106.0	-2.1	-9.1
> CC(C)Cn1c(-c2ccco2)nc2c(c(=O)c3ccccc3n2C)c1=O
  nt	-1.0	-15.6	96.0	4.9	6.7	107.0	3.8	24.9

A draw from above in order of SMILES length, low to high:
Every second line gives: IDE act	MEKK2mut PB1 HTS	pCIP destab	MEKK2 WT-MEK5	SUMO HTRF inh	M18AAP inhibitor	MEKK3 PB1 HTS	IDE cell inh	NALP1 yeast inh
> CC(C)Cn1c(-c2ccco2)nc2c(c(=O)c3ccccc3n2C)c1=O
  nt	-1.0	-15.6	96.0	4.9	6.7	107.0	3.8	24.9
> CN1CCN(/N=C/c2nc(-c3cccc([N+](=O)[O-])c3)n3ccccc23)CC1
  -2.3	3.0	-7.4	106.0	-8.9	2.1	100.0	1.9	-3.8
> CCCCCOc1ccc(C2C(C(=O)c3ccc(C)o3)=C(O)C(=O)N2c2cc(C)on2)cc1 (stereo not given)
  6.2	3.0	5.9	101.0	-9.0	21.3	105.0	5.0	4.9

(cont.)
Every second line gives: IDE act	MEKK2mut PB1 HTS	pCIP destab	MEKK2 WT-MEK5	SUMO HTRF inh	M18AAP inhibitor	MEKK3 PB1 HTS	IDE cell inh	NALP1 yeast inh
> CC(C(=O)c1ccccc1)n1cnc2ccccc2c1=O (stereo not given)
  4.0	-2.0	-13.7	101.0	14.1	11.8	95.0	1.4	37.8
> CCN(CC)S(=O)(=O)c1ccc(NCCCn2ccnc2)c([N+](=O)[O-])c1
  -0.1	4.0	-7.0	104.0	17.3	4.4	99.0	-1.2	6.5
> CNc1nc(Oc2ccc(C(=O)OC)cc2)nc(SC)n1
  1.0	5.0	-4.0	102.0	10.2	8.9	77.0	3.1	16.2
> O=S(=O)(c1cccc(Cl)c1Cl)N1CCN(C(=S)NCCCN2CCOCC2)CC1
  -3.9	nt	-7.7	nt	11.2	-0.5	nt	1.5	4.7
> CCCOc1ccc(S(=O)(=O)N2CCCC2)cc1[N+](=O)[O-]
  1.9	-23.0	1.0	82.0	15.7	-2.7	86.0	-0.4	nt
> COc1ccccc1NC(=S)N(CCCN1CCOCC1)Cc1cn(C)c2ccccc12
  4.0	-1.0	-2.3	97.0	-7.9	2.7	94.0	-1.9	-0.4
> CCCCC(=O)Nc1ccccc1C(C)C
  nt	-9.0	-23.4	93.0	-6.1	5.5	99.0	5.0	9.7
> CCOc1ccccc1NS(=O)(=O)c1ccc2[nH]c(=O)[nH]c2c1
  3.0	6.0	-16.8	103.0	7.9	-8.0	103.0	-1.9	16.7
> CC(CC(=O)NC1CCCCC1)S(=O)(=O)c1ccc2c(c1)NC(=O)CO2 (stereo not given)
  -4.1	5.0	-3.2	100.0	21.2	11.9	101.0	1.1	3.1
> Cc1ccc(OCCN2C(=O)C(=O)c3cc(C)ccc32)cc1
  -2.7	-8.0	-20.3	98.0	3.7	1.9	99.0	8.1	-3.0
